# High-throughput results deposited in PubChem by National Center for Advancing Translational Sciences (NCATS).
# HCMV inh = inhibitors of human cytomegalovirus | HFF cells, HCMV-luciferase reporter, 72 h; active compounds read low | activity change, negative = inhibition, % at 57.5 µM | 410,000 tested, 4.5% active | AID 1259415; in the data active = activity change below about -60%; inconclusive = no clear call, values can overlap the other calls; inactive = above about -39%
#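 Cell-based, HFFs, 1000 cells/well, 16 h 37C; cpds in DMSO + HCMV-luc, MOI 1 PFU/cell; 72 h 37C; OneGlo luminescence after 5 min RT; norm. to buffer vs Salinomycin 10uM.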
# LmPK inhibitor = blocks Leishmania mexicana pyruvate kinase activity; Potency, µM (highest dose often 57.5 µM), for the others: at the top dose activity change, negative = inhibition, usual class: inhibitors; 290,000 tested, 0.37% active; Q27686; purified LmPK, Kinase-Glo ATP luminescence, 1 h; AID 1721; also: potency is read from the fitted curve at half-maximal effect
# Target sequence (Q27686 whole entry, looked up): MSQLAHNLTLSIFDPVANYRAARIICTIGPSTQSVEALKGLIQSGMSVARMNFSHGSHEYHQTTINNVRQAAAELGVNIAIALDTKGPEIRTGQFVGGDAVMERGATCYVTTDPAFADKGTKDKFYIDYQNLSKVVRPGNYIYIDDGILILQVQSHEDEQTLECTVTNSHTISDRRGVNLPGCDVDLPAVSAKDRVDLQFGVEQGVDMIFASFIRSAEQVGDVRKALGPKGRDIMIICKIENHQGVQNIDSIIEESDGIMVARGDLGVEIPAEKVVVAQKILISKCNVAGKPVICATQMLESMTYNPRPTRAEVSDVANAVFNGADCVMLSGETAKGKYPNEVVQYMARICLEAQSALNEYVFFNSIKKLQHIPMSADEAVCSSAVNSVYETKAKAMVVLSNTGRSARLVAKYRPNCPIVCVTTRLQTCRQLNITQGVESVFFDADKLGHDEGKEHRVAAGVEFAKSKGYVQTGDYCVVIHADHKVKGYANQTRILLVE
#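 ATP generated from ADP (0.1 mM) and PEP (0.5 mM) by 0.1 nM LmPK over 1 h at room temperature (pH 7.2 imidazole buffer) was detected by coupled luciferase luminescence. Values were normalized to uninhibited and no-enzyme wells.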
# TbPYK inhibitor = inhibitors of Trypanosoma brucei pyruvate kinase. TbPYK enzyme, Kinase-Glo Plus ATP luminescence, 45 min. 410,000 tested, 0.12% active. Q57TT1. Potency, µM (highest dose often 76.8 µM), inactives show at the highest dose activity, negative = inhibition, actives largely listed as inhibitors; also: potency is read from the fitted curve at half-maximal effect; nearly all actives have a fitted effect of over 50% in size
#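 Screened from lowest to highest concentration, compounds were pinned into TbPYK/substrate mixtures, and ADP (130 uM final) was added. Plates sat at room temperature for 45 min prior to Kinase-Glo Plus detection by luminescence.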
# AmpC detergent = blocks E. coli AmpC beta-lactamase in detergent assay. Potency, µM (series often up to 114 µM), for the others: top-dose activity change, negative = inhibition, actives largely listed as inhibitors. 370,000 tested, 0.041% active. AmpC hydrolysis of nitrocefin, absorbance 480 nm, 0.01% Triton. AID 485294;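 also: potency is read from the fitted curve at half-maximal effect; 0% = no-compound wells and -100% = no-enzyme wells; nearly all actives have a fitted effect of over 25% in size; some results filed as inactive show a strong effect at the top dose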
# Target sequence (P00811 whole entry, looked up): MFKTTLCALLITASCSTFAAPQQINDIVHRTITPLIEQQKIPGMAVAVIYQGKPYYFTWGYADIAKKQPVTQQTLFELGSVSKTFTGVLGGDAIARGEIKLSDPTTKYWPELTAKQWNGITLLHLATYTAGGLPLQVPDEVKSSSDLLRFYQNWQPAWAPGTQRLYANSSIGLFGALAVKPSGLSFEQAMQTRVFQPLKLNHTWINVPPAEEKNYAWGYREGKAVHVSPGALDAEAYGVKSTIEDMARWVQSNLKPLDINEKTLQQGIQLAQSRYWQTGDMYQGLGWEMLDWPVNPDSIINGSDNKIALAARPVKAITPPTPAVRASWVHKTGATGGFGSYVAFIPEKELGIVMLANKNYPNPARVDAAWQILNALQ
#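 20 mM phosphate pH 7.0 + 0.01% (detergent screen) or 0.0001% Triton X-100; 5.3 nM AmpC reagent; cpd preinc 15 min RT; nitrocefin (800 uM stock) to start; A480 q20 s × 4 min; Activity was normalised to no-enzyme and no-compound control wells.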
# Sm TGR block = inhibitors of Schistosoma mansoni thioredoxin glutathione reductase. Q962Y6. purified TGR, DTNB reduction, TNB absorbance 405 nm. Potency, µM (top dose mostly 114 µM), without a hit: at the top dose activity change, negative = inhibition, hits mostly inhibitors. 360,000 tested, 3% active. AID 485364; also: potency is read from the fitted curve at half-maximal effect; nearly all actives have a fitted effect of over 60% in size
#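 First, TGR (20 nM dispensed) and NADPH were mixed with compound. Second, a 15 min room-temperature incubation followed. Third, further NADPH and then DTNB were added to start the reaction. Finally, TNB absorbance was monitored kinetically.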
# AMA1-RON2 inh = inhibitors of Plasmodium falciparum AMA1-RON2 interaction; AlphaScreen AMA1-biotinylated RON2 peptide binding; Potency, µM (doses to about 58.2 µM), for inactives: at the highest dose activity change, negative = inhibition, hits mostly inhibitors; 360,000 tested, 0.2% active; AID 720542;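 also: potency is read from the fitted curve at half-maximal effect; 0% = vehicle wells and -100% = peptide control; nearly all actives have a fitted effect of over 45% in size; some results filed as inactive show a strong effect at the top dose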
#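 AMA1 (3D7) with his tag at 25 nM final met compounds first, then biotinylated RON2 peptide at 25 nM; detection used donor plus acceptor beads, 10 µg/mL apiece, read by AlphaScreen after 30 min at room temperature.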
# AmpC no deterg = blocks E. coli AmpC beta-lactamase in detergent-free assay; P00811; AmpC nitrocefin hydrolysis, absorbance 480 nm, 0.0001% Triton; Potency, µM (series often up to 57.1 µM), without a hit: at the top dose activity change, negative = inhibition, usual class: inhibitors; 330,000 tested, 0.52% active; AID 485341;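 also: potency is read from the fitted curve at half-maximal effect; plate controls were no compound for no effect and no enzyme for full effect; nearly all actives have a fitted effect of over 20% in size; some results filed as inactive show a strong effect at the top dose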
#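 AmpC (5.3 nM in the dispensed reagent) in 20 mM phosphate pH 7.0 with 0.01% (detergent screen) or 0.0001% Triton X-100 was preincubated with compounds for 15 min at room temperature. Nitrocefin was then added from an 800 uM solution, and hydrolysis was followed at 480 nm.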
# * = called active by the depositor; ? = inconclusive; . = no result given; [ ] = dose if it differs, or a comment. Unless noted, calls follow the shape of the dose curve; as a rule, active = well fitted curve in the direction sought with a large enough effect; inconclusive = small, poorly fitted or top-dose-only effect, or another doubt; inactive = no such curve, though single readings can be large; an effect the other way counts as inactive or inconclusive. Unless noted, % is scaled to controls: 0 for no effect and ±100 for the full control effect.
# Results follow in this order: AmpC detergent	LmPK inhibitor	TbPYK inhibitor	AMA1-RON2 inh	Sm TGR block	AmpC no deterg	HCMV inh
CCOC(=O)CSc1nc2c(c(=O)n1-c1ccc(OCC)cc1)SCC2
  1%	4%	-14%	31%[activator]	2%	-9%	-5
O=C(CN1CCC(n2nnc3ccccc32)CC1)Nc1ccc2c(c1)CCC2
  1%	7%	8%	-19%	4%	?	24
CN(C)CCn1nnnc1SCC1=C(C(=O)O)N2C(=O)[C@@H](NC(=O)Cc3csc(N)n3)[C@H]2SC1
  ?	.	3%	28%	32µM*	-23%	-2
Clc1cccc(-n2ncc3c(NCCCn4ccnc4)ncnc32)c1
  4%	.	0%	.	4%	.	59
COCCN1C(=O)C(=O)/C(=C(/O)c2ccc(S(=O)(=O)N3CCCCC3)cc2)C1c1ccc(OC)c(OC)c1 (stereo unspecified)
  0%	1%	-4%	-15%	0%	-12%	-6
COc1ccc(CCNC(=O)c2ccccc2NC(=O)c2ccco2)cc1OC
  -2%	-1%	4%	10%	4%	-32%	-26
COc1ccc(C(C)(C)C)cc1NC(=O)Cn1cnnn1
  3%	8%	-6%	-1%	4%	-19%	-24
Cc1ccc(C2(C)NC(=O)N(CC(=O)NNC(=O)c3cc(C)oc3C)C2=O)cc1 (stereo unspecified)
  -2%	.	4%	29%	-7%	-15%	-12
CCOC(=O)N1CCN(CC(=O)Nc2ccc(F)c(F)c2F)CC1
  1%	4%	-10%	8%	12%	-3%	19
O=C(CN1C(=O)/C(=C/c2cccc(Br)c2)SC1=S)NC1=NCCS1
  -1%	-1%	-1%	29%	-12%	-24%[2.29 µM]	?
Cc1ccc(-n2c(O)c(C=Nc3ccc(S(=O)(=O)Nc4ncccn4)cc3)c3ccccc3c2=O)cc1C
  -8%	2%	3%	-5%	0%	-10%	0
COc1ccccc1C(=O)NC(=O)Nc1c(C)cc(C)cc1C
  1%	7%	-2%	-3%	13%	70%[activator]	?
CC(C)=N/N=C(/c1ccc([N+](=O)[O-])cc1)C12CN3CN(CN(C3)C1)C2
  ?	-1%	1%	8%	-6%	-21%	-39
CC(C)N(C(=O)CSc1nc(COc2ccccc2)nc2ccccc12)C(C)C
  -1%	5%	1%	3%	1%	24%	-32
O=C(CNc1cccc2ccccc12)N/N=C/C(Br)=C/c1ccccc1
  ?	4%	-5%	2%	0%	-45%	-22
COc1ccc(OC)c(S(=O)(=O)n2cccn2)c1
  ?	-1%	4%	1%	?	-16%	26
CCN(C(=O)CSc1nnc(-c2ccc(Cl)cc2)n1C)C1CCS(=O)(=O)C1 (stereo unspecified)
  -13%	2%	0%	?	6%	-8%[11.4 µM]	9
CC1CC1C(=O)Nc1nc2ccc(Cl)cc2s1 (stereo unspecified)
  .	.	-10%	-4%	.	.	14
O=C(CCc1nnc2ccc(N3CCCC3)nn12)Nc1cc(F)ccc1F
  -6%	-6%	1%	4%	-2%	12%	-33
CC(C)CC1NC(=O)N(CC(=O)Nc2ccccc2-c2ccccc2)C1=O (stereo unspecified)
  -3%	4%	0%	12%	2.2µM*	-6%	-14
CCCCCCN1C[C@@H](n2cc(COC(=O)c3ccccc3)nn2)[C@H](O)C[C@@H]1c1ccc(C)cc1
  .	.	-1%	-7%	.	.	-89*
COc1c(C)cc(C(=O)C2CCCN(Cc3c(C)n(C)n(-c4ccccc4)c3=O)C2)cc1C (stereo unspecified)
  1%	4%	2%	14%	-2%	1%	-71*
Cc1cc(NC(=O)Nc2ccccc2[N+](=O)[O-])no1
  ?	?	-23%	-3%	13%	-21%	-25
O=C(O)C(c1ccccc1)N1C(=O)/C(=C\c2ccc(-c3cccc(Cl)c3)o2)SC1=S (stereo unspecified)
  ?	1%	-26%	-14%	?	-11%	-27
Cc1cc(C)n2nc(C(=O)OCC(=O)NC3CCS(=O)(=O)C3)nc2n1 (stereo unspecified)
  .	.	-11%	4%	.	.	-34
CCOc1ccccc1CNC(=O)c1cc(-c2ccc(OC)cc2)nc2ccc(C(C)C)cc12
  -2%	.	1%	.	2%	.	3
COc1ccccc1C(C)Nc1nc(-c2cccnc2)nc2ccccc12 (stereo unspecified)
  -14%	1%	1%	-11%	0%	-16%	-8
COc1cccc(-c2nc(-c3ccc(-c4ccccc4)nc3OC)no2)c1
  0%	.	8%	.	4%	.	20
CCN(C(=O)COC(=O)c1cc2c(s1)CCCC2)c1c(N)n(Cc2ccccc2)c(=O)[nH]c1=O
  .	.	-1%	-1%	.	18%	14
Cc1ccc(NC(=O)c2ccccc2)cc1-n1cnnn1
  ?	-8%	-3%	3%	20µM*	-23%	-73*

# (cont.)
# Results follow in this order: AmpC detergent	LmPK inhibitor	TbPYK inhibitor	AMA1-RON2 inh	Sm TGR block	AmpC no deterg	HCMV inh
COc1cc(OC)c(Nc2cc(C)nc3ncnn23)cc1Cl
  -1%	.	-1%	.	-4%	.	58
O=C(Nc1cccc([N+](=O)[O-])c1)c1ccc(CN2CCOCC2)cc1
  5%	6%	3%	18%	3%	-8%	-8
COc1ccc(CCNC(=O)CN(c2ccc(OC)c(OC)c2)S(C)(=O)=O)cc1
  -18%	2%	2%	-3%	34%	-11%	69
COc1cccc2[nH]c(=O)c(-c3ccccc3)cc12
  1%	-2%	5%	-13%	0%	-28%	0
CCCCc1cc(=O)oc2cc(OCC(=O)NCc3ccccn3)ccc12
  -4%	1%	3%	15%	-4%	-6%	-21
O=C(COc1ccc2ccccc2c1Br)N1CCN(c2ccccn2)CC1
  -3%	3%	-8%	-8%	11%	18%	-17
CCc1nn2c(-c3ccccc3OC)ccnc2c1-c1ccc(F)cc1
  -3%	.	4%	.	2%	.	-36
COc1ccc(NC(=O)C[C@H]2C(=O)N(c3ccccc3)C[C@@H]2C)cc1
  .	.	5%	-5%	.	.	-14
CCCN1CCC(=O)N([C@H](CO)Cc2ccccc2)CC1
  -14%	-12%	1%	-25%	-4%	-11%	32
CC(=O)C1=C(O)C2(C)c3c(O)c(C)c(O)c(C(C)=O)c3OC2CC1=O (stereo unspecified)
  .	.	2%	9%	.	.	?
O=C(CSc1nc(-c2ccccc2)nc2c1Cc1ccccc1O2)Nc1ccccc1
  0%	-2%	.	.	-7%	-10%	.
COC(=O)C(C)Oc1cc(OC(C)C(=O)OC)c2c(-c3ccccc3)cc(=O)oc2c1 (stereo unspecified)
  -7%	1%	2%	9%	-10%	94%[activator]	-3
COCC(C)NCc1cc(Br)ccc1OC (stereo unspecified)
  -7%	0%	17%	12%	0%	-8%	-28
Cc1cc(OCc2ccccc2)ccc1/C(O)=C1/C(=O)C(=O)N(Cc2cccnc2)C1c1ccncc1 (stereo unspecified)
  -3%	4%	6%	1%	-20%	-7%	-17
CCCCn1c(=S)[nH]c2cc(S(=O)(=O)N3CCOCC3)ccc21
  .	.	?	91%[activator]	.	-30%	-3
CCCC(C)C1(CC)C(=O)NC(=Nc2ccccc2)NC1=O (stereo unspecified)
  ?	1%	-3%	7%	-7%	-34%	-7
C=C(C)CSc1nc(N)cc(=O)[nH]1
  1%	-6%	5%	0%	2%[11.4 µM]	-35%	1
CC(C)/C=N/Nc1nc(-c2ccc(Br)cc2)cs1
  ?	5%	0%	-11%	1%	-37%	-2
O=c1ccn([C@@H]2O[C@H](CNCc3ccc(-c4cc(C(F)(F)F)ccc4Cl)o3)[C@@H](O)[C@H]2O)c(=O)[nH]1
  .	.	4%	-1%	.	.	-25
OC1(c2ccc(F)cc2)CC2CCC(C1)N2Cc1nnnn1C1CCCC1 (stereo unspecified)
  -13%	8%	-3%	8%	0%	50%	2
CCN(Cc1ccccc1)S(=O)(=O)c1c(C(=O)N2CCCC2)c(C)n(C)c1C
  ?	1%	-3%	-2%	-12%	35%	10
COC(=O)Cn1c(CN2CCN(c3ccc(F)cc3)CC2)nc2c1c(=O)n(C)c(=O)n2C
  -10%	-3%	1%	-9%	2%	4%	.
O=S(=O)(c1cc(Cl)ccc1Cl)n1ccnc1
  2%	6%	3%	0%	27%	-2%	?
COc1ccccc1C1CN=NC12CCCc1ccccc1C2=O (stereo unspecified)
  -5%	4%	3%	10%	16%	-4%	-6
COCCNc1oc(-c2ccc(F)cc2)nc1C#N
  -2%	-3%	4%	0%	-24%	-16%	25
c1ccc2c3c([nH]c2c1)C1(CCCCC1)NCC3
  ?	0%	-6%	6%	?	-14%	20
O=C(O)CCCCCNC(=O)/C=C/c1ccco1
  2%	-6%	-3%	?	0%	1%	0
CCOC(=O)c1ccccc1NC(=O)COC(=O)CSCC(=O)Nc1cc(C)on1
  2%	.	0%	2%	3%	-16%	19
COc1ccc(C2CC(O)(c3ccccc3)Oc3cc(OC)c(OC)c(OC)c32)cc1 (stereo unspecified)
  14%	-1%	-7%	-22%	-28%	11%	42
CCN(CC)C(=O)C(=O)N/N=C/c1ccc(C(=O)OC)cc1
  -12%	0%	3%	-8%	-2%	-13%	?
COc1ccc(C(=O)Nc2nnc(S(=O)(=O)N(CC(C)C)c3ccc(C)cc3)s2)cc1OC
  6%	.	6%	.	?	.	-39
c1ccc(CCNc2ncnc3scc(C4COc5ccccc5O4)c23)cc1 (stereo unspecified)
  2%	0%	-1%	?	5%	-5%	-84*
Cc1ccc(S(=O)(=O)N2CC(=NN=C(N)N)C2)cc1
  0%	-3%	3%	4%	5%	-14%	-24

# Record cards, as listed above. Order of values: AmpC detergent	LmPK inhibitor	TbPYK inhibitor	AMA1-RON2 inh	Sm TGR block	AmpC no deterg	HCMV inh
# Record of `OC1(c2ccc(F)cc2)CC2CCC(C1)N2Cc1nnnn1C1CCCC1` (stereo unspecified) → -13%	8%	-3%	8%	0%	50%	2
# Record of `Cc1cc(NC(=O)Nc2ccccc2[N+](=O)[O-])no1` → ?	?	-23%	-3%	13%	-21%	-25

# Compounds shown so far that have a thiophene ring, fused or not (2):
# Results follow in this order: AmpC detergent	LmPK inhibitor	TbPYK inhibitor	AMA1-RON2 inh	Sm TGR block	AmpC no deterg	HCMV inh
CCN(C(=O)COC(=O)c1cc2c(s1)CCCC2)c1c(N)n(Cc2ccccc2)c(=O)[nH]c1=O
  .	.	-1%	-1%	.	18%	14
c1ccc(CCNc2ncnc3scc(C4COc5ccccc5O4)c23)cc1 (stereo unspecified)
  2%	0%	-1%	?	5%	-5%	-84*
